H69AR growth 86K: blocks growth of human H69AR lung tumor cells. H69AR lung tumor viability, ATP luminescence, 72 h; active compounds read low. viability, % at 10 µM. 6% of 85,000 active;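 active = viability at or below 40%; inactive = viability above 40%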;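 note: multidrug resistant small cell line overexpressing MRP-1 efflux transporter; 100% = mean luminescence of untreated control wells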
Lung fibro prol: blocks proliferation of human lung fibroblasts; LL 47 human lung fibroblast viability, ATP luminescence; active compounds read low; viability, % at 10 µM; 1.1% of 85,000 active; AID 719;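 active = viability at or below 50% in the single dose screen; inactive = viability above 50%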;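 note: compound exposure lasted 72 h before the ATP readout; 100% = median luminescence of untreated cell-only wells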
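test system = LL 47 human lung fibroblasts | amount = 1,150 fibroblasts seeded per well | medium = 15% FBS in IMEM | times = overnight cell rest, 72 h compound treatment at 37 °C | measured by = CellTiter-Glo luminescence measuring cellular ATP | read-out = viability percentage against median untreated-cell control | benchmarks = cell-only wells, no compound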
ERb SRC1 inh: blocks coactivator binding to human estrogen receptor beta. inhibition, % at 25.6 µM. 1.3% of 86,000 active. TR-FRET ER-beta LBD / SRC1-Cy5 peptide binding; receptor agonist-loaded with 1 µM estradiol. AID 633;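 active = compounds whose percent inhibition of the receptor-coactivator binding signal exceeds about 50% in the single-dose screen, limit read from the data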;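 note: 0% = receptor plus peptide wells without compound and 100% = peptide-only wells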
Target sequence (Q92731 whole entry, looked up, the tested form may be a part): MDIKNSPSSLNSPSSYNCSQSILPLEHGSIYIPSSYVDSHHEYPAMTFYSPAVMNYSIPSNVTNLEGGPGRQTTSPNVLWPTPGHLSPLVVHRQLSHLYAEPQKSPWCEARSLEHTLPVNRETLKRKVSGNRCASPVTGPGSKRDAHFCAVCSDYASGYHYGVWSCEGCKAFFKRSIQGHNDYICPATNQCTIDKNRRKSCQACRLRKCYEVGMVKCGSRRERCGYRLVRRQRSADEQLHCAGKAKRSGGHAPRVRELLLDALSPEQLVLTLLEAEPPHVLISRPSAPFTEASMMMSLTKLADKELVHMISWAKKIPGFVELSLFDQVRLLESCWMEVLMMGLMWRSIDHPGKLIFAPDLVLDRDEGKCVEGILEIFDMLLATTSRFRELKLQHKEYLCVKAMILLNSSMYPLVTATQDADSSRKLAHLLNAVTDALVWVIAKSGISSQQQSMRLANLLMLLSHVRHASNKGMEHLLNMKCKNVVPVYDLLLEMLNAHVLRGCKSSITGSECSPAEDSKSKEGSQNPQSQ
Smad3 inh: blocks human Smad3 binding to FoxH1 peptide; inhibition, % at 25 µM; P84022; TR-FRET Smad3/Dy647-FoxH1 peptide binding, europium anti-His; 0.29% of 88,000 active;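 active = compounds that reduce the energy-transfer binding signal between the protein and its labelled peptide by more than half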;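 note: 0% = Smad3 plus labelled peptide maximal FRET and 100% = peptide-only background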
MT1-MMP txn act: MT1-MMP promoter transcription activation. HT1080 MT1-MMP promoter luciferase reporter, luminescence, overnight; active compounds read high. activation factor at 10 µM. 0.16% of 86,000 active;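 active = activation factor of at least 2 for MT1-MMP transcription at 10 µM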
Mac1 fbg enh: CD11b/CD18-fibrinogen binding enhancement; P05107+P11215; K562 CD11b/CD18 adhesion to fibrinogen, ATPlite luminescence; activation, % at 10 µM; 0.07% of 93,000 active; AID 1499;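 active = 10 µM primary screen giving 50% or more activity, confirmed by 40% or more on retest at that dose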; note: strong numbers were not always called active
ERa SRC1 inh: ER-alpha (human) coactivator binding inhibition. P03372. AID 629. 1.7% of 86,000 active. TR-FRET ER-alpha LBD / SRC-1 peptide, estradiol-bound. inhibition, % at 25.6 µM; in the data active = inhibition above about 50%;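 note: 0% = receptor plus peptide control and 100% = peptide only without receptor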
Target sequence (P03372 whole entry, looked up, the tested form may be a part): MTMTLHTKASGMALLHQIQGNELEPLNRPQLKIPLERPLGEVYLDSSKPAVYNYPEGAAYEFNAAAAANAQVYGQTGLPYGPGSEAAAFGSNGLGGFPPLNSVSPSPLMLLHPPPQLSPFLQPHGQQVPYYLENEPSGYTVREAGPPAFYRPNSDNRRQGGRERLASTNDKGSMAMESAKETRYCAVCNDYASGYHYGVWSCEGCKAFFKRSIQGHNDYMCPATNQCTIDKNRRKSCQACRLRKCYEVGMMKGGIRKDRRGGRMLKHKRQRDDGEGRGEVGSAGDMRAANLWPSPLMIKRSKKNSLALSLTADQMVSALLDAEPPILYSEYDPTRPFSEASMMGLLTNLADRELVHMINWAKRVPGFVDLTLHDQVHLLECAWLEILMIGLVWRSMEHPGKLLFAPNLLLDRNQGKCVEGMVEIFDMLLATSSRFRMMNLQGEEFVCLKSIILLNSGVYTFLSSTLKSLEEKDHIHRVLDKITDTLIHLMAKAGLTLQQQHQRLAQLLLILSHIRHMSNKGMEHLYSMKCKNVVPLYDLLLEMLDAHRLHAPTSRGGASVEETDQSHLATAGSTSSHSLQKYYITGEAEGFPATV
ERa coact pot: enhances coactivator binding to human estrogen receptor alpha; P03372; TR-FRET ERalpha-LBD/SRC-Cy5 coactivator binding, 2 h; 100 = basal binding, no effect; coactivator binding (% of control), % at 25.6 µM; 1.3% of 86,000 active; AID 639; in the data active = activity above about 200%;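 note: binding measured in presence of low estradiol as agonist stimulus; 0% = peptide alone without receptor and 100% = receptor with peptide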
HUVEC inhibit: blocks proliferation of human endothelial cells; HUVEC proliferation, CellTiter-Glo luminescence, 72 h; active compounds read low; viability, % at 10 µM (by protocol); 1.1% of 86,000 active;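 active = viability at or below 30%; inactive = viability above 30%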;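 note: 100% = median luminescence of DMSO-only cell control wells on each plate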
Active calls of the source: *; . = no result given; [ ] = another dose, or the depositor's remark. This is a subset, so the mix of outcomes need not match the whole.

SMILES | H69AR growth 86K | Lung fibro prol | ERb SRC1 inh | Smad3 inh | MT1-MMP txn act | Mac1 fbg enh | ERa SRC1 inh | ERa coact pot | HUVEC inhibit
CC1CCN(C(=O)CSc2nc(N)c3c4c(sc3n2)CN(C)CC4)CC1 | 95 | 102 | 18 | -2 | 1.1 | 5 | 44 | 66 | 105
c1ccc(-c2nc3ccccc3s2)nc1 | 88 | 99 | -12 | 0 | 0.8 | 1 | 9 | 104 | 93
Cn1cccc1Cc1nnc(SCC(=O)N2CCc3ccccc32)n1-c1ccc(F)cc1 | 83 | 85 | -6 | 3 | 1.1 | -2 | -2 | 107 | 81
CC(C)c1nc2oc3c(NCC4CCCO4)ncnc3c2c2c1COC(C)(C)C2 (centres undefined) | 36* | 99 | -4 | 14 | 1.1 | -3 | 0 | 90 | 87
COc1cc(CSc2nnnn2-c2ccc(C)cc2)cc(OC)c1OC | 60 | 86 | -5[fluorescence artefact?] | -25 | 1 | -6 | 2 | 84 | 85
COc1ccc(OC)c(C(=O)CC2OC(=O)c3ccccc32)c1 (centres undefined) | 43 | 81 | -1[fluorescence artefact?] | 2 | 1.2 | 4 | 0 | 112 | 59
CC1=C(C(=O)NCCCOC(C)C)C2(CCC(C)CC2)OC1=O (centres undefined) | 96 | 99 | 1 | -3 | 1.1 | -1 | -3 | 92 | 92
Cc1cc(C)c2nc(N3CCC(C(=O)N4CCCC4)CC3)sc2c1 | 81 | 99 | -6[fluorescence artefact?] | 12 | 1.3 | 0 | 6 | 116 | 88
CCCCCn1c(C(Cc2ccccc2)NC(=O)COC)nc2ccccc21 (centres undefined) | 55 | 90 | 13 | -7 | . | 1 | 11 | 92[fluorescence artefact?] | 103
CCN(CC)CCCn1c(=S)[nH]c2ccccc2c1=O | 92 | 97 | -6 | 1 | 1.1 | 6 | -3 | 102 | 104
Clc1cccc(OCCn2cncn2)c1Cl | 84 | 93 | 0 | 10 | 1.6 | 4 | 19 | 111 | 83
CCC(=O)N1CCc2cc(S(=O)(=O)NC(Cc3ccccc3)C(=O)NC3CCCC3)ccc21 (centres undefined) | 96 | 94 | 8[fluorescence artefact?] | -18 | 1.2 | -4 | 9 | 123 | 105
CCOc1cccc(OCCOCCn2cnc3ccccc3c2=O)c1 | 78 | 93 | -1 | 0 | 0.9 | -2 | 3 | 94 | 101
O=C(COc1ccccc1Cl)N1CCN(c2ccc(F)cc2)CC1 | 91 | 94 | 19 | 33[fluorescence artefact?] | 1 | 0 | -1 | 117 | 98
Cc1occc1-c1nnc(SCC(=O)N2CCOCC2)n1CC(C)C | 89 | 96 | -8[fluorescence artefact?] | -3 | 1 | . | -5 | 100 | 95

Compound profiles, as listed above. Screens in order: H69AR growth 86K, Lung fibro prol, ERb SRC1 inh, Smad3 inh, MT1-MMP txn act, Mac1 fbg enh, ERa SRC1 inh, ERa coact pot, HUVEC inhibit
`CC(C)c1nc2oc3c(NCC4CCCO4)ncnc3c2c2c1COC(C)(C)C2` (centres undefined) is listed as 36*, 99, -4, 14, 1.1, -3, 0, 90, 87
`CC1CCN(C(=O)CSc2nc(N)c3c4c(sc3n2)CN(C)CC4)CC1` is listed as 95, 102, 18, -2, 1.1, 5, 44, 66, 105

The listing picks up with the 2 entries that preceded the break.
SMILES | H69AR growth 86K | Lung fibro prol | ERb SRC1 inh | Smad3 inh | MT1-MMP txn act | Mac1 fbg enh | ERa SRC1 inh | ERa coact pot | HUVEC inhibit
O=C(COc1ccccc1Cl)N1CCN(c2ccc(F)cc2)CC1 | 91 | 94 | 19 | 33[fluorescence artefact?] | 1 | 0 | -1 | 117 | 98
Cc1occc1-c1nnc(SCC(=O)N2CCOCC2)n1CC(C)C | 89 | 96 | -8[fluorescence artefact?] | -3 | 1 | . | -5 | 100 | 95
CCC(C)NC(=O)c1ccccc1NC(=O)CN1C(=O)c2ccccc2S1(=O)=O (centres undefined) | 93 | 107 | 3 | 1 | 1 | -2 | 5[fluorescence artefact?] | 119 | 105
Cn1c(=O)[nH]c(=O)c2[nH]c(CN3CCN(Cc4ccccc4)CC3)nc21 | 96 | 101 | -16 | -2 | . | . | -8 | 124 | 94
COc1ccccc1N1CCN(CC(=O)Nc2ccc(CN3CCCCC3)cc2)CC1 | 83 | 101 | 5 | -8[fluorescence artefact?] | 1.1 | -1 | 12 | 78[fluorescence artefact?] | 88
CCCc1nc(SCc2ccccc2Cl)n[nH]1 | 90 | 104 | -9 | 1 | . | 2 | -1 | 103 | 103
O=C(CN1CCN(S(=O)(=O)c2ccc(F)cc2)CC1)Nc1cc(C(F)(F)F)ccc1Cl | 80 | 90 | 6 | 10[fluorescence artefact?] | 1 | 1 | -5 | 145 | 78
CN1CCN(c2nc(C#N)cc(-c3ccccc3)n2)CC1 | 85 | 98 | -7 | -1 | 1 | . | -5 | 101 | 94
COc1ccc(C(C)=O)cc1CN1C(=O)NC2(CCCCC2C)C1=O (centres undefined) | 94 | 102 | -1[fluorescence artefact?] | 3 | 1.3 | -3 | 5[fluorescence artefact?] | 128 | 102
Cc1ccc(N2CC(C(=O)NCCC(C)C)CC2=O)cc1 (centres undefined) | 90 | 102 | -4 | 8 | 1 | . | -6 | 103 | 91
N#Cc1cc(Oc2ccc(Cl)cc2)c(N2CCOCC2)cc1C#N | 68 | 94 | 16 | 0 | 1.2 | . | -5 | 87 | 96
O=S(=O)(c1cccs1)N1CCN(Cc2nc3ccccc3s2)CC1 | 83 | 85 | 2 | -3 | 1.5 | 4 | 1 | 100 | 98
CCc1nc(SCC(=O)Nc2ccnc3ccccc23)n[nH]1 | 86 | 97 | -2 | 6 | 1.1 | 2 | 2 | 102 | 92
CCOC(=O)c1nn(-c2ccc(Cl)cc2)c2nc(CC)c(C#N)c(=O)n12 | 78 | 97 | 3[fluorescence artefact?] | 25[fluorescence artefact?] | 1.1 | . | 12[fluorescence artefact?] | 202* | 93
CCCc1[nH]nc2c1C(c1ccccc1OCC)C(C#N)=C(N)O2 (centres undefined) | 80 | 91 | 3 | 4 | 0.9 | -2 | 4 | 85 | 79
Cc1cc(C)nc(NS(=O)(=O)c2ccc(N/C=C3\CCCC3=O)cc2)n1 | 85 | 90 | 2[fluorescence artefact?] | -6 | 1.2 | . | -9[fluorescence artefact?] | 108 | 96
CCOC(=O)c1c(C)c(C(=O)Nc2ccc3c(c2)OCCO3)c(C)n1CC | 20* | 91 | 5 | 3 | 1.1 | 2 | -1 | 120 | 75
O=C(CSc1ccc2c(c1)OCCO2)NC(=O)NC1CCCC1 | 77 | 99 | 11 | 15[fluorescence artefact?] | 1 | 9 | 1 | 108 | 104
Cc1cc(C)n2nc(SCC(=O)N(C(C)C)C(C)C)nc2n1 | 96 | 95 | -7 | -3 | 1.1 | 6 | -8 | 110 | 116
Cc1nc(N2CCN(c3ncccn3)CC2)c2oc3ccccc3c2n1 | 73 | 99 | -2[fluorescence artefact?] | 13[fluorescence artefact?] | 1 | . | 54*[fluorescence artefact?] | 207*[fluorescence artefact?] | 87
COc1ccc(S(=O)(=O)N2CCN(c3ccc4nnc(-c5ccccc5)n4n3)CC2)cc1 | 66 | 82 | 7 | 5 | . | 9 | 3 | 107 | 70
CC(NC(=O)c1ccco1)C(=O)N1CCc2ccccc2C1 (centres undefined) | 91 | 112 | 3 | -2 | 1 | -1 | -8 | 100 | 95
Cc1cc(C)c(C#N)c(SCS(=O)Cc2ccc(Cl)cc2)n1 (centres undefined) | 75 | 98 | -3[fluorescence artefact?] | 10 | 1 | 0 | -3 | 119 | 82
O=C(OCC(=O)N1CCCC1)c1cncc(Br)c1 | 96 | 104 | 55* | 2 | 1.2 | 7 | -1 | 101 | 83
COc1ccc(NC(=O)C2CCN(C(=O)c3cccs3)CC2)cc1OC | 90 | 102 | -4 | -18 | 1.2 | -3 | -3 | 93 | 91
S=P(c1ccc(N2CCOCC2)cc1N1CCOCC1)(N1CCOCC1)N1CCOCC1 | 68 | 87 | 2 | -4 | 1 | -2 | -6 | 84 | 83
COC(=O)C1(CCSC)NC(c2ccc(O)cc2)C2C(=O)N(c3ccc4c(c3)OCCO4)C(=O)C21 (centres undefined) | 72 | 89 | -24[fluorescence artefact?] | 7 | 1.1 | -1 | -18 | 114 | 88
N#Cc1ccc(OCC(=O)NCCc2ccc(S(N)(=O)=O)cc2)cc1 | 83 | 100 | 6 | -10 | 1.2 | 5 | 4 | 101[fluorescence artefact?] | 97
COc1ccccc1C(=O)N1CCN(c2cccc(Cl)c2)CC1 | 58 | 46* | -1 | -5 | 0.5 | . | -5 | 88[fluorescence artefact?] | 50
CC(C)C1N(S(=O)(=O)c2ccccc2)CCN1S(=O)(=O)c1ccccc1 | 82 | 88 | 1 | 4 | 1.1 | 3 | -5 | 100 | 76
Cc1ccc(Nc2nc(N)nc(CN3CCN(Cc4ccc5c(c4)OCO5)CC3)n2)cc1 | 78 | 90 | 4 | 2 | 1.2 | . | 0 | 111 | 90
O=C1CCC(=O)N1c1ccccc1-c1ccccc1 | 113 | 98 | 0 | 0 | 0.9 | -5 | -4 | 117 | 96
Nc1ccccc1-c1nnc(SCc2ccccc2F)[nH]c1=O | 104 | 99 | -2[fluorescence artefact?] | -5 | 1.2 | -2 | 9[fluorescence artefact?] | 105 | 96
COc1ccccc1C(c1nnnn1C(C)(C)C)N1CCCc2ccccc21 (centres undefined) | 76 | 95 | -1 | -22 | 1.2 | . | -1 | 104 | 100
O=C(c1cccc(S(=O)(=O)N2CCOCC2)c1)N1CCCc2ccccc21 | 95 | 95 | -10 | 2 | 1 | 4 | -18 | 120 | 94
Cc1n[nH]c(C)c1S(=O)(=O)N1CCOCC1 | 94 | 104 | -22 | -17 | 1.1 | . | 0 | 113 | 99
C/C(NCc1ccccc1)=C(\C#N)C(=O)NCc1ccccc1 | 110 | 100 | -1[fluorescence artefact?] | 6 | 1.2 | -2 | 9 | 77 | 104
COc1ccc(S(=O)(=O)Nc2ccc(F)c(F)c2)cc1Cl | 98 | 73 | -11 | -5 | 1 | 1 | 3 | 90 | 97
O=C(O)C1C2C=CC3(O2)C1C(=O)N1c2ccccc2COC13 (centres undefined) | 94 | 102 | 8 | 3 | . | -5 | -1[fluorescence artefact?] | 100 | 96
COc1ccc(C2(C)NC(=O)N(CC(=O)NCCC3=CCCCC3)C2=O)cc1OC (centres undefined) | 88 | 94 | -17 | -2 | 1 | -2 | -5 | 93 | 82
CC(C)CC(=O)Nc1ccc2c(c1)oc1ccccc12 | 61 | 97 | -11 | -11 | 1.9 | . | -6 | 114 | 84
COc1ccc(-c2nc3cnccn3c2Nc2ccc3c(c2)OCO3)cc1 | 24* | 84 | 3[fluorescence artefact?] | 3 | . | 0 | -4[fluorescence artefact?] | 78 | 78
O=C(Nc1ccc2c(c1)OCO2)C1CCN(c2ccc(S(=O)(=O)N3CCOCC3)cc2)CC1 | 85 | 89 | 6 | -6 | 1.1 | -4 | 5 | 126 | 88
CCOC(=O)COc1ccc(Cl)cc1C1NC(=O)NC(C)=C1C(C)=O (centres undefined) | 89 | 108 | -5 | 6 | 1.1 | -4 | -9 | 136 | 90
CCOc1nc(SCCOc2ccccc2)nc(N(C)C)n1 | 73 | 97 | -3 | 5 | 1.1 | -1 | 1 | 105 | 111
CCOC(=O)C1=C(C)N=c2s/c(=C\c3cccn3C)c(=O)n2C1c1cccc(OC)c1OC (centres undefined) | 85 | 93 | -2 | -5 | 1.1 | 32 | -4 | 86[fluorescence artefact?] | 71
O=C(Nc1nnc(-c2ccc(F)cc2)o1)c1ccco1 | 76 | 102 | 35 | -5 | . | . | 31 | 83[fluorescence artefact?] | 96

Bioassay records as filed in PubChem.
